BRCA1 expr act: increases BRCA1 expression | Potency, µM (titrated, usually from 46.1 µM), inactives show top-dose activation, hits mostly activators | MCF7-BRCA1-FFLuc reporter, luminescence, 48 h; response scale: scaled: vehicle 0%, 10 µM genistein 100% | 1.1% of 380,000 active | AID 624202; note: potency is the fitted concentration of half-maximal effect; nearly all actives have a fitted effect of over 80% in size; some results filed as inactive show a strong effect at the top dose
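Luminescence from a BRCA1-driven firefly luciferase in MCF7 cells was read after 48 h compound exposure at 37 C. Data normalized against DMSO and a 10microM genistein activation control, then curve-fitted across the titration.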
MLL CXXC-DNA inh: blocks binding of human MLL CXXC domain to DNA | MLL-CXXC / FITC-HOXA9 DNA fluorescence polarization | 0.037% of 290,000 active | Potency, µM (doses to about 115 µM), without a hit: at the top dose activity change, negative = inhibition, hits mostly inhibitors; active = well fitted inhibition curve with a large enough effect in the polarisation, with a control signal flat, not every such curve was filed as active; inconclusive = small, poorly fitted or top-dose-only effect, or effect the other way, or a change in a side signal; inactive = no such curve, though single readings can be large or run the other way; the % refers to the polarisation; note: potency is the fitted concentration of half-maximal effect
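Fluorescence polarization: 7 uM MLL-CXXC (stock) preincubated 5 min with compounds, then 50 nM fluorescein-HOX-A9 DNA (stock) added; 30 min ambient. Buffer 50 mM Tris-HCl pH 7.5, 50 mM NaCl, 1 mM DTT, 0.05% BSA.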
Integrin act MD: integrin-mediated muscular dystrophy alleviation activation | alpha7betagal myoblasts, beta-gal FDG fluorescence, 48 h | AID 624291 | 0.064% of 350,000 active | Potency, µM (doses to about 38.3 µM), without a hit: top-dose activation, usual class: activators;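 note: potency is the fitted concentration of half-maximal effect; 100% = response of the positive control SU9516; nearly all actives have a fitted effect of over 60% in size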
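Alpha7betagal+/- myoblasts (passage 13) were plated 16-24 hr, then exposed to compounds (1:260 dilution of DMSO stock) for 48 hours at 37C. After MPER lysis, β-galactosidase reporter activity was read as FDG fluorescence (ex 480/em 540) after 30 minutes.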
A-T KAP1 phos: potential ataxia-telangiectasia treatments restoring KAP-1 phosphorylation; Potency, µM (series often up to 57.5 µM), for the others: at the highest dose activation, hits mostly activators; 0.19% of 320,000 active; […] A-T fibroblasts, KAP-1 phosphorylation AlphaLISA; neocarzinostatin DNA damage 30 min before lysis; AID 485349; note: potency is the fitted concentration of half-maximal effect; % of control where 0% means no effect; nearly all actives have a fitted effect of over 45% in size
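hTERT-immortalized A-T patient fibroblasts ([…]), 500 cells/well in OPTI-MEM, 1% FBS, got compounds for 60 min, then NCS for 30 min at 37C. Lysates were then assayed for phospho-KAP-1 by AlphaLISA (anti-pKAP1 donor, anti-KAP1 acceptor beads), 6 hr at 25C.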
PTAP TSG101 blk: blocks PTAP/TSG101 interaction to inhibit HIV-1 budding | Fluorescence polarization, FITC-PTAP peptide / Tsg101 binding | Potency, µM (highest dose often 115 µM), for inactives: at the highest dose activity change, negative = inhibition, usual class: inhibitors | 340,000 tested, under 10 active; active = well fitted inhibition curve with a large enough effect in the main read-out, with a control signal flat, not every such curve was filed as active; inconclusive = small, poorly fitted or top-dose-only effect, or effect the other way, or a change in a side signal; inactive = no such curve, though single readings can be large or run the other way; note: potency is the fitted concentration of half-maximal effect; % of control where 0% means no effect
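FP read-out: FITC-PTAP peptide, 50 nM final, binding Tsg101 binding domain, 10 uM final; 20 min, r.t.; 10 mM HEPES pH 7.5, 0.15 M NaCl, 0.01% Tween 20, 3 mM EDTA, 0.1 mM TCEP.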
p53 reactivator: re-activators of mutant p53; H1299 p53-A138V BP100-luciferase reporter, luminescence, 24 h; Potency, µM (series often up to 92.2 µM), without a hit: at the top dose activity change, positive = activation, actives largely listed as activators; 0.063% of 320,000 active; AID 504706; note: potency is the fitted concentration of half-maximal effect; % of control where 0% means no effect; nearly all actives have a fitted effect of over 45% in size
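H1299 (p53-null), stable ts p53-A138V + BP100-Luc; 1000 cells/well, Opti-MEM/10% FBS; cpd 4 pt, 1:5; 24 h, 37 deg C, 5% CO2; detection reagent 10 min RT; luminescence.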
TRPV1 ag: human TRPV1 agonism; Q8NER1; TRPV1-expressing cells, Fluo-8 calcium influx, agonist mode; activation, % at 8.33 µM; 0.19% of 320,000 active; in the data active = activation above about 80%; inconclusive = between about 30% and that limit; note: 0% is about no effect
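Fluo-8 calcium influx in TRPV1-expressing cells, kinetic read (ex 480/em 520 nm). Compound added and read 3 min for agonist activity, followed by capsaicin at EC20 final and 2 min further read for enhancement.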
B2AR arrestin: beta2AR (human) beta-arrestin recruitment activity. Potency, µM (series often up to 46.1 µM), without a hit: at the highest dose activation, usual class: activators. beta-arrestin recruitment to beta2AR, cell-based reporter. 0.02% of 330,000 active;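 note: potency is the fitted concentration of half-maximal effect; 0% = DMSO controls and full agonism = EC100 isoproterenol or metaproterenol; nearly all actives have a fitted effect of over 65% in size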
TCR act: T cell receptor activation | primary human leukocytes, anti-CD3, IL-2 HTRF, 48 h | Potency, µM (series often up to 9.22 µM), inactives show top-dose activation of IL-2 secretion, most hits filed as activators | 330,000 tested, under 10 active | AID 504894; note: % of control where 0% means no effect
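Activity was scored as IL-2 release from primary human leukocytes given only a TCR signal (a-CD3 beads) plus compound for 48 hr. Detection used a two-antibody HTRF format read at 665nm.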
ELG1 repair inh: inhibitors of ELG1-dependent DNA repair in HEK293T cells. 2.3% of 330,000 active. Potency, µM (titrated, usually from 46.1 µM), for the others: at the highest dose activity change, negative = inhibition, most hits filed as inhibitors. HEK293T ELG1-luciferase reporter, luminescence, 16 h; DNA damage induced by 5-fluorouridine; note: potency is the fitted concentration of half-maximal effect; % is set by controls: 0 for no effect and ±100 for the full control effect; nearly all actives have a fitted effect of over 55% in size
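In this reporter screen, reduction of luminescence relative to DMSO vehicle indicated activity. Compounds and 5-fluorouridine were added together to 2,000 cells per well, incubated for 16 hr at 37 °C, then developed with ONE-Glo.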
* marks the source's active call; other numbers are inactive results; ? = inconclusive; . = no result given; & = joins results of further samples; [ ] = dose if it differs, or a comment. Unless noted, calls come from the whole dose curve; as a rule, active = well fitted curve in the direction sought with a large enough effect; inconclusive = small, poorly fitted or top-dose-only effect, or another doubt; inactive = no such curve, though single readings can be large; an effect the other way counts as inactive or inconclusive.

Every second line gives: BRCA1 expr act, MLL CXXC-DNA inh, Integrin act MD, A-T KAP1 phos, PTAP TSG101 blk, p53 reactivator, TRPV1 ag, B2AR arrestin, TCR act, ELG1 repair inh
CC(C)C(=O)NC(c1cccs1)c1cc([N+](=O)[O-])c2cccnc2c1O (configuration not stated)
→ -96%[inhibitor], -9%, 9%, -20%, 1%, ?, 3, 0.0%, 1%[46.1 µM], -26%
Cc1cccc(CC(Cc2nc3ccccc3[nH]2)c2nc3ccccc3[nH]2)c1 (configuration not stated)
→ -79%, 82%[activator], -5%, 3%, -2%, -10%, ?, 0.5%, 11%, ?
Cc1ccccc1-n1ncc(C(C)NC(=O)c2ccccc2)c1C (configuration not stated)
→ 18%, -7%, 0%, -1%, -3%, 1%, -3, 5.8%, 2%, -3%
Cc1ccc(OCC(O)CN2CCOCC2)c(C)c1 (configuration not stated)
→ 4%, 5%, ?, 9%, -3%, ., -11, 0.0%, -1%, 8%
CCn1ncc(CN2CCCC(C(=O)c3cccc(OC(C)C)c3)C2)c1C (configuration not stated)
→ -17%, -11%, 5%, -4%, -2%, -2%, ?, -0.6%, -5%, 10%
CCOC(=O)c1c(C)nc2c(c1-c1ccc(OC)cc1)C(=O)CC(C)(C)C2
→ -14%, 4%, 8%, 3%, -3%, 0%, ?, ?, 5%, ?
Cc1cccc(N=C2NC(=O)CS2)c1C
→ 1%, -6%, 2%, -5%, -2%, -4%, -1, 0.1%, 0%, 8%
Cc1ccc(C)c(NC(=O)CSc2nnc(CNC(=O)c3ccco3)n2C)c1
→ 2%, 20%, 0%, -3%, 1%, -5%, -3, -0.5%, -5%, -4%
O=C(COC(=O)c1ccc(C(F)(F)F)cc1)NC(=O)NC1CCCC1
→ -5%, ., 26%, 6%, 0%, 7%, 5, 0.1%, -1%, 1%
Cc1nc2ccccc2n1S(=O)(=O)c1cc(C(=O)O)ccc1Cl
→ -14%, -5%, -32%, 10%, -1%, -2%, -1, 0.4%, 3%, 0%
COc1cc(/C=N/NC(=O)c2ccc(N(C)S(=O)(=O)c3ccccc3)cc2)cc(OC)c1OC
→ -15%, 3%, 5%, 0%, 0%, -5%, 16, 2.2%, -5%[46.1 µM], ?
CN(C)S(=O)(=O)N(CC(=O)Nc1ccc(F)c(F)c1)c1ccccc1
→ -34%, -5%, -3%, 0%, ., -7%, 0, 0.4%, ., 3%
NC(N)=NC(N)=Nc1cccc(Cl)c1
→ 6%, -10%&9%, ., -68%[inhibitor], 0%, -5%, -1, -0.3%, -1%, -29%
COc1ccccc1CN(CC(=O)NCc1ccco1)C(=O)CNS(=O)(=O)c1ccccc1
→ -24%, 5%, -5%, 4%, -1%, 0%, 1, 0.1%, 8%, -10%
N#Cc1ccc(N2CCOCC2)c([N+](=O)[O-])c1
→ -2%, 10%, -13%, -5%, -3%, 10%, -2, 0.0%, 2%, 6%
NCCNC(=O)Cn1c(=O)c2c3c(sc2n(Cc2ccccc2)c1=O)CCCC3
→ -39%, 30%, 14%, 3%, -1%, 11%, 7, -0.3%, 6%, 0%
COc1ccc(S(=O)(=O)NCC2CCC(C(=O)NCCCN3CCCC3=O)CC2)cc1 (configuration not stated)
→ 0%, 2%, 4%, 7%, -8%, 5%, 1, -0.4%, -1%, ?
Cc1c(NC(=O)COC(=O)C23CC4CC(CC(O)(C4)C2)C3)c(=O)n(-c2ccccc2)n1C
→ -6%, 7%, -16%, 2%, 2%, -5%, 0, 0.0%, 3%, 15%
O=C(c1cccc(Br)c1)N1CCN(C(=O)c2cccc(Br)c2)CC1
→ -2%, 2%, -15%, -2%, -6%, -10%, 11, 0.2%, 2%[46.1 µM], -9%
Cc1ccc2c(C(=O)CN3CCCC(C)C3)c(C)[nH]c2c1 (configuration not stated)
→ -1%, 40%[activator], 16%, 6%, -3%, -4%, 5, 0.0%, -10%, 11%
CCN(CC)S(=O)(=O)c1ccc(N2CCCC2)c(NC(=O)CN2C(=O)NC3(CCCC3)C2=O)c1
→ -4%, ., -6%, -2%, 1%, -2%, 2, -0.1%, 3%, 15%
Cc1ccc(NC(=S)c2nc3ccccc3[nH]2)c(C)c1
→ 32%, 0%, -4%, 0%, 0%, ?, ?, 0.0%, 0%[46.1 µM], ?
COc1ccccc1CN(C)C(=O)c1ccc(S(=O)(=O)NCc2ccco2)cc1
→ -1%, ., -30%, -2%, -4%, -2%, 0, 0.0%, 10%, -10%
c1ccc(-c2cnnc(N3CCOCC3)n2)cc1
→ 51%, 15%, 0%, -9%, -1%, ?, ?, 0.3%, -2%, ?
Nc1nnc(CC(=O)N/N=C/c2cccc(OCCOc3ccccc3)c2)s1
→ ?, 22%, -5%, -7%, 1%, -3%, 4, -0.1%, -3%, ?
Cc1ccc(C2CC(=O)c3cnn(-c4nc(C)cc(C)n4)c3C2)cc1 (configuration not stated)
→ -5%, 4%, -13%, 5%, 1%, -3%, 27, -1.0%, 1%[46.1 µM], -28%
COC(=O)[C@H](CCSC)NC(=O)N1CCC(C)CC1
→ 2%, 5%, 9%, -4%, -7%, 2%, 1, 0.1%, 2%, 11%
COc1ccc(Cl)cc1NC(=O)CN1CCN(Cc2ccccc2)CC1
→ -12%, -2%, -17%, 21%, 0%, 5%, 14, 0.4%, ., 0%
CC(C)C(c1nnnn1C(C)(C)C)N1CCN(c2cccc(Cl)c2)CC1 (configuration not stated)
→ -63%, -6%, 14%, -1%, -1%, 4%, 11, -0.6%, 6%, -22%
COc1ccc(CNC(=O)C2CCN(S(=O)(=O)c3ccc4c(c3)NC(=O)C(C)S4)CC2)cc1 (configuration not stated)
→ -25%, 39%[activator], -2%, -7%, -2%, -9%, 0, -0.6%, -3%, 15%
COc1cccc(C2=NOC(C(=O)Nc3cc(C)on3)C2)c1 (configuration not stated)
→ 4%, -3%, -2%, 23%, 0%, -2%, 2, -0.8%, 0%, -1%
CC(C)(C)c1ccc(S(=O)(=O)N2CCN(CC(O)COCC3CCCO3)CC2)cc1 (configuration not stated)
→ -2%, ., -20%, -9%, 0%, 2%, 0, -0.1%, -18%, -5%
O=C(Cn1c(CO)nc2ccccc21)Nc1ccc2c(c1)OCCCO2
→ -4%, ., 10%, 4%, -1%, -3%, 0, -0.3%, -5%, 20%
CS(=O)(=O)c1ccc(Cl)c(NC(=O)Cc2c(F)cccc2Cl)c1
→ 11%, 1%, -2%, 5%, -5%, -2%, 4, -0.3%, 1%, ?
COc1cccc(NC(=O)CN(C)C(C)C(=O)Nc2cc([N+](=O)[O-])ccc2Cl)c1 (configuration not stated)
→ -1%, -3%, 32%, 2%, 0%, 3%, 12, 0.2%, -76%, -21%
CCOC(=O)c1c(C)c(C(=O)NCc2ccco2)c(C)n1C
→ -31%, 25%, -17%, 2%, 9%, -1%, -1, 0.1%, 3%, -9%
COc1ccc(CN(C(=O)COc2ccc(C)c(C)c2)C2CCS(=O)(=O)C2)cc1OC (configuration not stated)
→ -8%, ., 2%, 4%, -3%, 4%, 1, -0.1%, 10%, -12%
Cc1ccc2oc(-c3cccc(NC(=O)c4ccc(Br)o4)c3)nc2c1
→ 9%, 4%, 0%, ., 2%, ?, 8, -0.6%, 24%, ?
Cc1ccccc1C(=O)N1CCC(C(=O)Nc2nccs2)CC1
→ -5%, -11%, -31%, -3%, -3%, -2%, 3, 0.3%, -5%, 7%
Cc1ccc(C)c(S(=O)(=O)NCc2ccc(C(=O)NCc3ccccn3)cc2)c1
→ -6%, -2%, 13%, -4%, -2%, -6%, 1, -0.1%, -3%, -15%
O=C1N(CCCCN2C(=O)C3(OCCO3)c3ccccc32)c2ccccc2C12OCCO2
→ -43%, -1%, -2%, 8%, -1%, -3%, 1, -0.7%, 2%, ?
Cc1ccc([C@H]2C(C(=O)O)=CC[C@@H](c3ccc(Cl)c(Cl)c3)N2S(=O)(=O)c2ccc(C)cc2)cc1
→ -9%, ., -11%, 37%, -9%, 15%, ., -0.2%, 6%, -7%
O=C(O)c1ccc2c(c1)C(=O)N(c1ccc([N+](=O)[O-])cn1)C2=O
→ 1%, -5%, 2%, 1%, 0%, 8%, -2, -0.2%, 6%, -1%
NC(CC(=O)NC(c1ccccc1)(c1ccccc1)c1ccccc1)C(=O)O (configuration not stated)
→ 3%, 25%, 8%, 1%, 0%, 1%, -2, -0.1%, -2%, ?
CCn1c(CNC(=O)c2ccco2)nnc1SCCOc1ccccc1
→ -1%, -5%, 9%, 0%, -1%, -2%, 1, 0.0%, -5%, 9%
Cc1nnc(NC(=O)CSc2nc3ccccc3[nH]2)s1
→ 0%, -2%, 34%, 16%, 0%, 2%, 1, 0.1%, 0%, ?
Cc1cc(NC(=O)CCC(=O)N(CC(=O)NC2CCCC2)c2ccc(C(C)C)cc2)no1
→ -19%, -3%, -52%[inhibitor], -2%, -2%, 2%, 19, -0.1%, 3%, 15%

Screening data as filed in PubChem BioAssay.

Compounds as they come, and some 3.8% of all compounds hit somewhere here.
